STK33 kinase inh – human STK33 kinase inhibition. purified STK33, MBP phosphorylation, ADP-Glo luminescence. AID 2661. inhibition, % at 10 µM. 0.073% of 320,000 active;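 active = inhibition at or above 25%, using the most active replicate where run in duplicate; inactive = inhibition below 25%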
Target sequence (Q9BYT3 whole entry, looked up): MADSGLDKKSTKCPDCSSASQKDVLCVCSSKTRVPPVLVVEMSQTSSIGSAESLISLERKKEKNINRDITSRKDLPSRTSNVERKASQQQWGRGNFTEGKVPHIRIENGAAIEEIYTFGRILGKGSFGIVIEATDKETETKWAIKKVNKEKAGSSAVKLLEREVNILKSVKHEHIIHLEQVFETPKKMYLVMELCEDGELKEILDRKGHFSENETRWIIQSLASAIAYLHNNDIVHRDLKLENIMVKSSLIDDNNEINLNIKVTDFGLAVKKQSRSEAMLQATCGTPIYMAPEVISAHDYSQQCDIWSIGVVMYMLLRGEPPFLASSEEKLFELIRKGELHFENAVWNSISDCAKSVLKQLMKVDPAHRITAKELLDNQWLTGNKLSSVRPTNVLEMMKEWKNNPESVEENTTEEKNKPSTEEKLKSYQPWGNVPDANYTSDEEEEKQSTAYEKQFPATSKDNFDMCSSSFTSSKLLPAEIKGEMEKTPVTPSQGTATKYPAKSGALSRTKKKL
KCNQ2 inh – KCNQ2 potassium channel inhibitors, primary screen, cell-based, CHO-K1, FluxOR thallium flux, B-score (AID 2156); 20 min; active compounds read low; B-score at 10 µM; 1.1% of 310,000 active;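 active = fluorescence ratio B-score at most minus 3 library SDs, with starting brightness B-score within 2 library SDs, cut at about -5.5 in these data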
Kir21 inh – inhibitors of mouse Kir2.1 inward-rectifier potassium channel; HEK293-Kir2.1, FluxOR thallium flux fluorescence; active compounds read low; B-score at 10 µM; P35561; 0.85% of 310,000 active;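 active = fluorescence ratio B-score at or below minus 3 SD of library scores, with starting-brightness B-score within 2 SD, cut at about -4.2 in these data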;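 also: channel flux triggered by added potassium and thallium sulfate stimulus; B-score of peak minus minimum fluorescence over baseline after thallium stimulus; more negative B-score means stronger Kir2.1 block with less thallium influx; some compounds called inactive have numbers as strong as hits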
Target sequence (P35561 whole entry, looked up): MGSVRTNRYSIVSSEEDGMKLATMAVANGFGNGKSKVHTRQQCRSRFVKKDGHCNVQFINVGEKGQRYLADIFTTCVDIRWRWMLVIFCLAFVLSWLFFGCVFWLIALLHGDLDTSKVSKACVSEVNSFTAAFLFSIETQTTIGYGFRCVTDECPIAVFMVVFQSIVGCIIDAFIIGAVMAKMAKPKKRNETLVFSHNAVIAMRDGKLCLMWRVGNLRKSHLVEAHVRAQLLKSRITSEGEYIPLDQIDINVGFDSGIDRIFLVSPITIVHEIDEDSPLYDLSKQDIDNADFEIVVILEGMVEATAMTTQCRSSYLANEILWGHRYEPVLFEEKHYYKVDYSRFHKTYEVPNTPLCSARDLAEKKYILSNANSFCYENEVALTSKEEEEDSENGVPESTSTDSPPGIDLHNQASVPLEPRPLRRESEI
Numbers without * were called inactive; i = inactive; nt = no result given. No enrichment for hits. Share with any hit: about 1.9%.

STK33 kinase inh	KCNQ2 inh	Kir21 inh	compound
0.4	i	0.9	Cc1cc(Nc2ccc(F)cc2C)n2nc(C)nc2n1
-0.2	i	0.01	COc1ccccc1N1CCN(C/C=C/c2ccc(N(C)C)cc2)CC1
-0.7	i	-2.7	COc1ccccc1NS(=O)(=O)c1ccc(OC)c(OC)c1
1.6	i	-0.86	N/C(=N\N=C\c1cccc(O)c1)c1nonc1N
-0.5	i	2.9	Cc1ccc(O)c(NC(=O)c2ccc3c(c2)C(=O)N(CC(C)C)C3=O)c1
nt	i	0.42	Cc1ccc(S(=O)(=O)NCC(=O)OCC(=O)c2cc(C)n(-c3ccccc3)c2C)cc1
nt	i	0.02	COc1ccc(N2CCN(C(=O)COC(=O)/C=C/c3ccc(OC(F)F)cc3)CC2)cc1
0.5	i	-0.58	COC(=O)c1ccc2[nH]c(C)cc(=O)c2c1
0.7	i	-0.37	CCOC(=O)N1CCN(C(=O)CN(c2ccccc2OC)S(=O)(=O)c2ccc(OC)cc2)CC1
0.0	i	0.03	Cc1cc(-c2nnc(CCC(=O)NCCc3ccccc3F)o2)no1
-1.5	i	-0.11	COc1ccc(C(C(=O)NC2CCCCC2)N(C(=O)CCCC(=O)Nc2ccccn2)c2ccc3c(c2)OCCO3)cc1 (stereo not given)
-2.3	i	-0.19	Oc1ccc(Br)cc1-c1cc(-c2ccccc2Cl)[nH]n1
1.2	i	-1.6	C/C=C/C=C/C(=O)N1CC2(CC(c3cccc(NC(=O)CCCCC)c3)=NO2)C[C@H]1C(N)=O (stereo not given in full)
0.4	i	-0.59	O=S(=O)(Nc1nccs1)c1ccc(Cl)cc1
1.9	i	-0.5	COc1ccc2c(Cl)c(C(=O)NC3CCS(=O)(=O)C3)sc2c1 (stereo not given)
-2.2	i	0	C[C@H](CCC(=O)O)[C@H]1CC[C@H]2[C@@H]3C(=O)C[C@@H]4CC(=O)CC[C@]4(C)[C@H]3CC(=O)[C@]12C
-1.2	i	2.1	CC(C)CCNC(=O)C1CCC(=O)N1CCc1ccccc1 (stereo not given)
0.4	i	0.13	O=C(/C(=C(\O)c1ccccc1)c1ncc[nH]1)c1ccccc1
-0.1	i	1.1	CCN1CCN(C(=S)NCCc2ccccc2)CC1
-1.0	i	0.33	CCOC(=O)c1c(-c2ccccc2)csc1NC(=O)CSc1nc(C)cc(C)n1
-4.2	i	-2.2	O=C(Oc1ccc(-c2csnn2)cc1)C1CC1
-0.6	i	-0.49	CC(=O)c1cccc(NC2c3ccccc3C(=O)N2Cc2ccco2)c1 (stereo not given)
-0.2	i	1.6	COc1ccc(C(C(=O)NC2CCCCC2)N(Cc2cccs2)C(=O)Cc2c[nH]c3ccccc23)cc1OC (stereo not given)
-2.2	i	1.1	O=S(=O)(c1ccc(Cl)cc1)N1CCN(CCc2ccccc2)CC1
-0.7	i	1.3	O=C(O)C1CCN(S(=O)(=O)N2CCOCC2)CC1
-0.5	i	1.7	O=C(NCCN1CCOCC1)C1CCN(c2nc3ccccc3o2)CC1
-0.6	i	0.03	COCCOC(=O)C1=C(C)NC(=O)NC1c1ccc(Cl)cc1 (stereo not given)
-1.5	i	0.02	CCCCCC(=O)OCCc1c(C)nc2nc[nH]n2c1=O
0.9	i	-1.7	CCOC(=O)c1ccc(NS(C)(=O)=O)cc1
-0.8	i	0.03	Cc1ccc(N2CC(C(=O)N3CCC(C(=O)NC(C)(C)C)CC3)CC2=O)cc1 (stereo not given)
0.7	i	-0.78	O=C1c2cccc3cccc(c23)C(=O)N1CCN1CCN(CC(O)COc2ccc3ccccc3c2)CC1 (stereo not given)
-1.1	i	-0.43	CC(=O)c1sc(C(C)(C)C)cc1NC(=O)c1ccccc1C(=O)O
-0.9	i	0.37	CC(C)CN(C(=O)COC(=O)c1cnc(Cl)c(Cl)c1)c1c(N)n(Cc2ccccc2)c(=O)[nH]c1=O
-2.5	i	-0.07	NS(=O)(=O)c1ccc(CNC(=S)NCc2ccc(Cl)cc2)cc1
-0.5	-6.8*	0.86	Cc1ccc(O)c(C(=O)c2cnc3c(c2)COc2ccc(C)cc2-3)c1
2.1	i	-0.33	COc1cccc(NC(=O)CNC(C)CCC(C)C)c1 (stereo not given)
-2.3	i	1	Cc1ccc(-n2c(Cn3c(C)nc4ccccc43)n[nH]c2=S)cc1
-1.0	i	0.03	COC(=O)c1ccccc1NC(=O)c1ccc(-c2ccccc2F)o1
-1.0	i	1.3	CNC(=O)c1nn(-c2ccccc2)ccc1=O
-0.5	i	0.86	O=C(COc1ccccc1)NNc1c2ccccc2nc2ccccc12
-1.3	i	-0.44	O/N=C/c1ccc(-c2cc(Cl)ccc2Cl)o1
0.0	i	-1.3	Cc1cc(C)cc(OCC(=O)N(Cc2cccs2)C2CCS(=O)(=O)C2)c1 (stereo not given)
-0.6	i	-0.5	COC(=O)C(Cc1ccc(O)cc1)N1Cc2ccccc2C1=O (stereo not given)
-1.3	i	0.25	Cc1cccc(C)c1NC(=O)C1=C(O)c2sccc2N(C)S1(=O)=O
1.6	i	0.86	COc1ccc(OC)c(N2C(=O)[C@@H]3C(c4ccccc4Cl)=NO[C@@H]3C2=O)c1
0.9	i	1.2	COc1cccc(C2=NOC(C(=O)N3CCOCC3)C2)c1 (stereo not given)
-1.2	i	0.77	CCOC(=O)c1c(C)[nH]c(C(=O)CN2C(=O)NC(CC)(c3ccccc3)C2=O)c1C (stereo not given)
-0.7	i	0.76	O=C(NCCc1ccccc1)C1CCC(=O)N1C1CCCC1 (stereo not given)
1.3	i	-0.18	COc1cc2c(cc1/C=C1/NC(=O)N(CC(=O)Nc3ccccc3)C1=O)OCO2
-0.5	i	0.63	Cc1cc(C)c(S(=O)(=O)N2CCOC2CNC(=O)C(=O)NCc2ccco2)c(C)c1 (stereo not given)

(continued)
STK33 kinase inh	KCNQ2 inh	Kir21 inh	compound
-0.1	i	2.7	N#CC1(c2ccccc2)CCC(=NO)CC1 (stereo not given)
4.3	i	0.76	CCOc1ccc(C(C(=O)NCC2CCCO2)N(Cc2cccs2)C(=O)c2snc(C(N)=O)c2N)cc1 (stereo not given)
0.0	i	-0.64	CCOC(=O)[C@@H]1[C@H]2COc3cc(OC)ccc3[C@H]2N2C(=O)N(c3cccc(Cl)c3)C(=O)[C@@]12C
-0.8	i	0.49	CC(=O)NCN1CCN(CNC(C)=O)CC1
-1.4	i	-0.05	CN(C1CCCC1)C1CCN(C(=O)CNC(=O)/C=C/c2ccccc2)CC1
-1.5	i	1.7	Cc1oc2c(c(=O)c1C)C(=O)CC(c1ccccc1)C2 (stereo not given)
-0.4	i	0.19	Cc1c(NC(=O)c2cccc(S(=O)(=O)N3CCOCC3)c2)c(=O)n(-c2ccccc2)n1C
-1.7	i	-2.2	CCC(C)(C(=O)NC1CCCCC1)N(C(=O)Cc1cccs1)c1ccccc1 (stereo not given)
0.2	i	-1.2	CC(C)c1nc(SCC(=O)N2CCc3ccccc32)n[nH]1
-0.9	i	-3.1	COc1ccc(S(=O)(=O)Oc2cccc(C(=S)N3CCOCC3)c2)cc1
-0.7	i	-3.6	CC(C)(C)c1ccc(OCC(=O)NNC(=O)Nc2ccccc2)cc1
-0.7	i	-0.11	O=C(C1=C[C@@H](C2CC2)C[C@@H](OCc2ccc(CO)cc2)O1)N1CCN(Cc2ccc3c(c2)OCO3)CC1
-1.4	i	0.15	O=C(CSc1ncccn1)Nc1ccc2c(c1)CCC2
-0.8	i	-0.44	COc1ccc(S(=O)(=O)n2cccc2)cc1OC
-2.1	i	0.31	Cc1ccc(C)n1-c1ccc2c(c1)COC2=O
-0.9	i	-0.87	O=C(CCn1nc(-c2ccc(F)cc2)ccc1=O)NCc1ccccc1
-0.5	i	0.85	NC(=O)COC(=O)CNC(=O)c1cc(Cl)cc([N+](=O)[O-])c1
-4.6	i	-0.01	Cc1cc(SCC(=O)N/N=C/c2ccc(O)c(O)c2)c(C)cc1Br
0.4	i	-0.79	CCOC(=O)/C(C#N)=C/c1ccc(OCC(=O)Nc2ccc(OC)cc2)c(OC)c1
-1.1	i	0.26	Cn1nnnc1SCC(=O)N1CCN(c2ccc(Cl)cc2)CC1
-1.5	i	0.6	Cc1nn(C)c(C)c1CN(C)S(=O)(=O)c1ccc(F)cc1
-0.4	i	0	O=C(NN1CCOCC1)c1cn(-c2ccccc2)nc1-c1cccs1
0.3	i	-0.04	CCC(c1nnnn1C1CCCC1)N1CCN(c2cccc(OC)c2)CC1 (stereo not given)
-1.2	i	-0.44	Cc1c(CC(Cl)(Cl)Cl)c2c(n1O)CC(C)(C)CC2=O
-1.3	i	-2.1	N#Cc1ccccc1CSCCNC(=O)Cc1c(F)cccc1Cl

An excerpt from above in order of the STK33 kinase inh value, low to high:
STK33 kinase inh	KCNQ2 inh	Kir21 inh	compound
-4.6	i	-0.01	Cc1cc(SCC(=O)N/N=C/c2ccc(O)c(O)c2)c(C)cc1Br
-2.1	i	0.31	Cc1ccc(C)n1-c1ccc2c(c1)COC2=O
-1.1	i	0.26	Cn1nnnc1SCC(=O)N1CCN(c2ccc(Cl)cc2)CC1
-0.5	i	0.85	NC(=O)COC(=O)CNC(=O)c1cc(Cl)cc([N+](=O)[O-])c1
-0.4	i	0	O=C(NN1CCOCC1)c1cn(-c2ccccc2)nc1-c1cccs1
0.2	i	-1.2	CC(C)c1nc(SCC(=O)N2CCc3ccccc32)n[nH]1

Later entries
STK33 kinase inh	KCNQ2 inh	Kir21 inh	compound
1.4	i	0.57	CN(C)c1ccc(/C=N/NC(=O)CNC(=O)c2ccco2)cc1
-0.6	i	-0.39	CC(C)(C)C(=O)Nc1ccccc1C(=O)Nc1ccncc1
1.6	i	1.4	O=C(Nc1cc(Cl)cc(Cl)c1)C1CC(=O)N(C2CCCC2)C1 (stereo not given)
-0.5	i	-1.4	Cc1ccc(NC(=O)Nc2nnc(Cc3ccc(F)cc3)s2)cc1
-1.7	i	0.02	Cc1ccc2c(c1)c1c3n2CC(=C2C(=O)OC(C)(C)OC2=O)NC3CCC1 (stereo not given)
-0.9	i	0.29	O=C(COC(=O)Cc1cccs1)Nc1ccccc1F
-0.3	i	1	Cn1c(=O)[nH]c(NC2CCCCC2)c(N=O)c1=O
0.2	i	0.36	CCOC(=O)c1[nH]c2ccc(Cl)cc2c1-c1ccccc1
-0.5	i	1.2	COc1ccc(S(=O)(=O)N(C)c2ccc(OCC(=O)Nc3cc(C)on3)cc2)cc1
1.9	i	-0.1	CCN(CC)CCCN1C(=O)c2oc3ccccc3c(=O)c2C1c1cccs1 (stereo not given)
-1.3	-6.6*	-11*	Cc1ccccc1CN(C)CC(=O)NC(C)CCc1ccccc1 (stereo not given)
0.7	i	-1.1	COCCCNC(=S)NCCCNc1nc2cc(C)cc(C)c2cc1C#N
-1.1	i	-0.26	CCOc1ccc(CCNC(=O)COC(=O)C2CC2)cc1OCC
0.6	i	-0.23	O=S(=O)(NCc1cn2ccsc2n1)c1cccs1
-1.0	i	0.06	Cc1nc(/C=C/c2ccccc2)cc(/C=C/c2ccccc2)n1
-3.0	i	-0.33	COc1ccc(-c2cc(C(=O)OCC(=O)Nc3cc(C)on3)c3ccccc3n2)cc1OC
1.6	i	0.37	COc1ccc2c(c1)CCc1sc(NC(=O)c3ccco3)nc1-2
-0.6	i	-1.2	CCn1c(C(=O)O)c(CC(=O)NC2CCCCCC2)c2ccccc21
-2.7	i	0.33	N#Cc1ccccc1NC(=O)c1ccc2c(c1)OCCO2
nt	i	0.19	O=c1[nH]c(/C=C\c2cccc(C(F)(F)F)c2)nc(O)c1[N+](=O)[O-]
-0.6	i	2.3	CCN1C(=O)C(=O)N(CC(=O)c2[nH]c(C)c(C(C)=O)c2C)C1=O
-0.8	i	-1.2	COc1ccc(S(=O)(=O)NCCc2c(C)nn(C)c2Oc2ccccc2)cc1
-0.7	i	-1.5	COC(=O)c1ccc(N2C(=O)c3ccc(OC)c(OC)c3C2=O)cc1
0.4	i	0.79	Cn1nc2c(c1C(=O)N1CCCC(C(=O)c3cc(F)ccc3F)C1)CCCC2 (stereo not given)
-0.6	i	-4.3*	CCCn1c(COc2ccccc2OC)nc2ccccc21

An excerpt of these results, comma-delimited.
smiles,STK33 kinase inh,KCNQ2 inh,Kir21 inh
CCn1c(C(=O)O)c(CC(=O)NC2CCCCCC2)c2ccccc21,-0.6,i,-1.2
N#Cc1ccccc1NC(=O)c1ccc2c(c1)OCCO2,-2.7,i,0.33
O=c1[nH]c(/C=C\c2cccc(C(F)(F)F)c2)nc(O)c1[N+](=O)[O-],nt,i,0.19
CCN1C(=O)C(=O)N(CC(=O)c2[nH]c(C)c(C(C)=O)c2C)C1=O,-0.6,i,2.3

Further records
STK33 kinase inh	KCNQ2 inh	Kir21 inh	compound
-0.5	i	-0.01	COc1ccc(-n2c(SCC(=O)OC(C)C)nnc2-c2ccccn2)cc1
-1.9	i	2	O=C(CN1CCCCCC1)OCCN=C1NS(=O)(=O)c2ccccc21
-0.2	i	-4.3*	COc1ccc(OC)c2c1C(=O)C(Cl)=C(Cl)C2=O
nt	i	-1.3	COc1cc(/C=N/NC(=S)Nc2cccc(S(=O)(=O)N(C)C)c2)cc(OC)c1O
-0.5	i	2.3	CN1CCc2c(sc(NC(=O)CS(=O)(=O)c3ccc(F)cc3)c2C(N)=O)C1
-0.4	i	-0.67	COc1ccc(C(=O)Nc2cc3c4c(c2)C(C)C(=O)N4CCC3)cc1 (stereo not given)
-0.6	i	-0.22	O=C(O)c1nn(-c2cccc(Cl)c2)c(=O)cc1O
-2.4	i	1.2	O=C(NCCc1nnc2ccc(NCc3ccc(F)cc3)nn12)c1ccccc1
